Screening data (PubChem BioAssay)
TRHR ag: activates the human TRH receptor; TRHR cells, calcium flux fluo-8, FDSS agonist mode; activation, % at 2 µM; P34981; 360,000 compounds, 0.18% hits; AID 493084; note: 0% is about no effect
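Fluo-8-loaded TRHR cells; 10 s baseline, compound added, kinetic Ca2+ fluorescence read 1/s, agonist mode.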
D1 antag: antagonists of human D1 dopamine receptor; P21728; HEK293 TREx D1 cells, calcium flux, dopamine EC80; stronger effect = lower value; activity change, negative = inhibition, % at 10 µM; 360,000 compounds, 3.2% hits; AID 504652; in the data active = activity change below about -30%; note: % is set by controls: 0 for no effect and ±100 for the full control effect
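Using tetracycline-induced force-coupled D1 Hek293 cells and a calcium dye, signals were followed for 180 s after compound, then for 180 s after EC80 dopamine, to detect inhibitors.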
D2 PAM: positively modulates the human D2 dopamine receptor allosterically; P14416; HEK293 T-REx D2, calcium flux, EC20 dopamine potentiation; potentiation, % at 10 µM; 340,000 compounds, 0.34% hits;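 active = potentiation over 3 SD above the plate norm, cut at about 30% in these data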; note: 0% is about no effect
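Potentiation of an EC20 dopamine calcium response measured kinetically over 180 s, after a preceding 180 s compound-only read flagging agonists. Cells: inducible Hek293 Trex D2 line, 4000/well, cultured overnight at 30 C before dye loading.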
D2 antag: antagonizes the human D2 dopamine receptor. P14416. HEK293 TREx D2 cells, calcium flux, dopamine EC80. inhibition, % at 10 µM. 340,000 compounds, 2% hits. AID 485344; in the data active = inhibition above about 30%; note: 0% is about no effect
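Dopamine at EC80 is the agonist stimulus; test compounds precede it by 180 s. Calcium flux read kinetically in a force-coupled, inducible HEK293 T-REx D2 cell line.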
D2 agonist: agonists of human D2 dopamine receptor; P14416; HEK293 T-REx D2 cells, calcium flux agonist mode; activation, % at 2 µM; 340,000 compounds, 0.53% hits;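 active = activation over 3 SD above normal in the single-dose calcium agonist read, cut at about 30% in these data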; note: 0% is about no effect
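Tetracycline-induced HEK293 Trex cells with D2 receptor force-coupled to calcium signaling, plated overnight at 30 C and loaded with no-wash calcium dye. Calcium flux read kinetically for 180 s after compound addition; responses flag agonists.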
D1 potentiator: potentiators of human D1 dopamine receptor | HEK293 TREx D1 cells, calcium flux, dopamine EC20 potentiation | potentiation, % at 10 µM | P21728 | 360,000 compounds, 0.036% hits; in the data active = potentiation above about 30%; note: 0% is about no effect
RXFP1 antag: blocks the human relaxin receptor RXFP1; Q9HBX9; HEK293-RXFP1, relaxin-stimulated cAMP HTRF, 30 min; stronger effect = lower value; activity change, negative = inhibition, % at 57.5 µM; 350,000 compounds, 0.59% hits;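 active = activity change of -60% or lower, but not beyond a set lower limit; inconclusive = change between -60% and -40%, or beyond the set limit; inactive = change above -40%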; note: % is set by controls: 0 for no effect and ±100 for the full control effect
Target sequence (Q9HBX9 whole entry, looked up): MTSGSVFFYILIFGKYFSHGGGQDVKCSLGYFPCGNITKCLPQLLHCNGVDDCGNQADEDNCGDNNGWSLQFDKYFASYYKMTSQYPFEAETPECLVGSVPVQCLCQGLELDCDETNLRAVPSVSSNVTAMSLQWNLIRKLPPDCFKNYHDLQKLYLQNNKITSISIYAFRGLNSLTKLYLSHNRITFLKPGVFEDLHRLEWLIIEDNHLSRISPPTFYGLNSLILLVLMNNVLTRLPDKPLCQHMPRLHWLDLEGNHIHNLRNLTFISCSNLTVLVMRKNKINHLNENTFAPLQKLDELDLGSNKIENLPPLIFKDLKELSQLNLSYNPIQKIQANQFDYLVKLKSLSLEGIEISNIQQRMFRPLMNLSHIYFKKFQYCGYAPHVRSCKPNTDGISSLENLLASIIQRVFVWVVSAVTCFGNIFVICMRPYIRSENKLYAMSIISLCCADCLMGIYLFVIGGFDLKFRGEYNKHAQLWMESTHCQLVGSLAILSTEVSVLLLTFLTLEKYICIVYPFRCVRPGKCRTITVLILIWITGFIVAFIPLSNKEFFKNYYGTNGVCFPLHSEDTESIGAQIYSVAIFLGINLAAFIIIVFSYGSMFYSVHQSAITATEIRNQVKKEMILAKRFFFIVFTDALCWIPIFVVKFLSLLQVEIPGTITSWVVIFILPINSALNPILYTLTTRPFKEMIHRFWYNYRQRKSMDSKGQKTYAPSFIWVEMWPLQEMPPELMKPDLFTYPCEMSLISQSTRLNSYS
TRHR enhancer: allosteric enhancers of human TRH receptor. P34981. TRHR cells, fluo-8 calcium fluorescence, EC20 TRH enhancement. enhancement, % at 2 µM. 360,000 compounds, 0.66% hits. AID 493056; in the data active = enhancement above about 30%; note: 0% is about no effect
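TRHR-expressing cells loaded with fluo-8 calcium dye were read kinetically (ex 480/em 530) during compound addition, then stimulated with an EC20 of TRH (10 nM final). Enhancement of the Gq-mediated intracellular calcium response was scored.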
D1 agonist: activates the human D1 dopamine receptor | AID 504660 | P21728 | activation, % at 2 µM | 360,000 compounds, 1% hits | HEK293 T-REx D1 cells, calcium flux, agonist mode; note: 0% is about no effect
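Agonism was scored from calcium flux recorded over 180 s (1 read/s) after pintool compound addition, following a 10-cycle baseline. Cells were inducible force-coupled HEK293 TREx D1, plated overnight at 30 C and loaded with no-wash calcium dye.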
Starred values were filed as active, the others as inactive; ? = inconclusive; / = not tested or not shown. Cut-off read from the data, not from the text of the source, unless noted: active = activation above about 30%; inactive = the rest.

molecule,TRHR ag,D1 antag,D2 PAM,D2 antag,D2 agonist,D1 potentiator,RXFP1 antag,TRHR enhancer,D1 agonist
Cc1cc(OC(C)C(=O)Nc2ccccc2C(=O)N2CCCC2)ccc1Cl (stereo not drawn),-0.2,6.3,/,/,/,-0.9,-6.5,-4.0,-0.6
NS(=O)(=O)c1ccc(Nc2nc(-c3cccc([N+](=O)[O-])c3)cs2)cc1,-0.8,-30.6*,-2.9,9.6,1.2,-11.1,-20.0,-11.2,1.7
COc1cc(SC)ccc1C(=O)Nc1ccc2c(c1)CCC2,0.6,-13.8,-12.7,-16.9,-0.5,-1.2,9.2,-7.5,4.9
CNC(=O)Nc1ccc(C2SCCS2)cc1,0.2,1.0,-3.1,-4.4,0.3,-1.1,4.3,7.4,2.3
CCCn1nc(C(=O)NNC(=O)CCCOc2ccc(C)cc2)c2ccccc2c1=O,-0.3,5.3,15.4,0.5,0.3,8.4,-18.3,5.8,2.0
Cc1ccc(NC(=O)CCn2c(=O)[nH]c3ccsc3c2=O)cc1C,-1.6,-0.5,5.1,7.4,6.3,10.1,-20.5,10.2,2.3
Cc1nc(C(=O)N(C)C)nn1-c1cc(Cl)ccc1Cl,-0.4,3.1,10.2,-18.6,0.3,1.8,20.2,2.5,1.0
COc1ccccc1OCCn1cc(C=O)c2ccccc21,-2.2,12.9,5.4,0.0,-0.1,-6.3,3.7,-1.0,6.7
CN(Cc1ccccc1)C(=O)C1CCN(S(=O)(=O)c2cc([N+](=O)[O-])ccc2Cl)CC1,0.3,-11.0,2.2,-9.7,-2.1,3.6,0.7,-15.6,1.5
Cc1ccc(NC(=O)c2cccc3c2C(=O)N(C2CCCCC2)C3)c(Cl)c1,0.3,-22.7,2.7,7.8,-0.8,-7.2,-12.1,2.3,2.8

Record cards, as listed above. Screens in order: TRHR ag	D1 antag	D2 PAM	D2 antag	D2 agonist	D1 potentiator	RXFP1 antag	TRHR enhancer	D1 agonist
Cc1cc(OC(C)C(=O)Nc2ccccc2C(=O)N2CCCC2)ccc1Cl (stereo not drawn) is entered as -0.2	6.3	/	/	/	-0.9	-6.5	-4.0	-0.6
Cc1ccc(NC(=O)CCn2c(=O)[nH]c3ccsc3c2=O)cc1C is entered as -1.6	-0.5	5.1	7.4	6.3	10.1	-20.5	10.2	2.3
COc1ccccc1OCCn1cc(C=O)c2ccccc21 is entered as -2.2	12.9	5.4	0.0	-0.1	-6.3	3.7	-1.0	6.7
Cc1nc(C(=O)N(C)C)nn1-c1cc(Cl)ccc1Cl is entered as -0.4	3.1	10.2	-18.6	0.3	1.8	20.2	2.5	1.0

Next section:
molecule,TRHR ag,D1 antag,D2 PAM,D2 antag,D2 agonist,D1 potentiator,RXFP1 antag,TRHR enhancer,D1 agonist
CC1=NN(C(N)=S)C(=O)C1N=Nc1cccc(Cl)c1 (stereo not drawn),-0.2,-5.1,-8.2,1.6,-0.6,1.1,?,0.6,6.4
O=C(CSc1nnnn1-c1ccccc1)CSc1nnnn1-c1ccccc1,0.3,-16.0,18.8,-9.3,-0.5,-1.9,-1.1,-1.3,7.8
O=c1c2c(nc3cc(-c4ccc(F)cc4)[nH]n13)CCCC2,0.0,-4.3,-3.5,0.0,0.1,-4.0,-13.1,-0.6,3.4
COc1ccc(CCNC(=O)C(C)n2nc(C)c3c(C)n(-c4ccc(C)cc4)nc3c2=O)c(OC)c1 (stereo not drawn),-1.9,-18.3,-7.1,-19.3,0.3,-3.4,-6.1,-0.4,1.3
O=C1c2ccccc2C(=O)N1CCCOCc1c[nH]c(=O)[nH]c1=O,0.2,0.3,-11.7,-11.5,-0.3,-2.2,-3.6,0.7,3.9
CCCCCN(C(=O)CCC(=O)OCC(=O)c1ccc(F)c(F)c1)c1c(N)n(CCCC)c(=O)[nH]c1=O,0.0,1.1,-1.0,1.5,-1.1,3.2,-3.6,0.4,2.8
O=C(CCS(=O)(=O)c1cccc2nonc12)N1CCN(c2ccc(F)cc2)CC1,0.3,-18.2,-3.7,6.0,-0.5,-8.1,23.5,7.9,0.4
Cc1ccc(Nc2cc(C)nn2-c2nc(C)cc(C)n2)cc1,-0.4,3.3,-3.3,-10.3,-0.5,-0.9,3.6,23.1,1.4
COC(=O)c1cc(NC(=O)c2nn(C)c3c2CSc2ccccc2-3)cc(C(=O)OC)c1,-0.2,11.7,-2.2,/,0.5,1.9,15.8,11.6,-0.7
COCCN(C(=O)CNC(=O)c1cccs1)C(C(=O)NC1CCCCC1)c1ccco1 (stereo not drawn),0.9,8.3,3.6,-9.1,0.7,-3.0,3.1,0.9,-0.2
CNC(=S)NCCc1cc2c(OC)ccc(OC)c2[nH]c1=O,0.1,-6.0,-3.6,5.2,0.1,-4.1,-9.1,0.3,3.0
COc1ccccc1/C=C(\C#N)C(=O)NCC1CCCO1 (stereo not drawn),-1.5,-1.7,-19.3,/,-0.5,0.1,2.3,4.4,1.7
CCN(CC)CCCNC(=O)c1cn(CCOC)c(=O)c2c1c1ccccc1n2C,0.5,1.3,-0.6,-4.5,0.7,7.2,-11.8,3.0,1.2
COc1ccc(C)cc1NCc1ccc([N+](=O)[O-])cc1,-0.7,-4.3,12.5,2.0,-0.6,-3.2,-11.8,2.7,2.8
Cc1nnc(-c2ccccc2)nc1N1CCOCC1,4.1,64.6,-6.3,-3.0,-0.9,0.0,-3.3,-7.1,6.4
COc1ccc(C(=O)Cn2cnc3ccccc3c2=O)c(OC)c1,-0.1,-16.1,1.8,4.9,-0.4,-6.7,-5.5,-8.8,-0.3
COc1ccc(-n2ncc3c2ncn2nc(-c4ccc(OC)c(OC)c4)nc32)cc1,-0.3,-8.5,11.6,/,0.2,3.5,-9.0,-2.2,1.2
O=P(CO)(Cc1ccccc1)Cc1ccccc1,0.7,0.6,-1.5,12.5,-0.5,0.8,-5.0,-9.2,2.3
Cc1ccc(S(=O)(=O)N2CCN(C(=O)c3c(-c4ccccc4)noc3C)CC2)cc1C,0.8,3.5,6.9,-4.0,1.0,-9.9,-0.9,-9.1,1.0
CCOc1ccccc1N(C)S(=O)(=O)c1ccc2c(c1)CC(C)N2C(=O)C1CC1 (stereo not drawn),-0.1,-31.8*,5.7,-13.7,0.5,-7.8,0.8,-4.3,20.2
Cc1nnc(NC(=O)c2c(F)cccc2F)s1,0.5,-22.5,3.0,9.5,1.1,-3.9,6.3,0.1,-2.3
COc1ccc(C(C)(C)C)cc1S(=O)(=O)n1ccnc1C,5.4,/,0.9,-5.9,4.2,-5.8,-7.2,6.3,11.3
CCc1nc2ccc(C(=O)NCc3ccco3)cc2nc1CC,-0.3,3.8,-4.5,17.9,-2.3,1.0,2.0,-0.6,-0.5
CCOCCCNC(=O)c1cn(C)c2ccc(S(=O)(=O)N3CCCCC3)cc2c1=O,-0.3,-9.5,6.2,-0.6,-0.1,0.1,20.1,5.0,3.0
CCOCCCNC(=O)C(NC(=O)Cc1c[nH]c2ccccc12)c1ccccc1 (stereo not drawn),-0.4,50.4,-6.9,20.4,3.6,1.1,-3.5,-2.3,-1.0
Cc1ccc(SC[C@H](c2ccccc2)N2CCN(CC(C)C)CCC2=O)cc1,0.2,1.8,-16.1,-19.7,0.6,-6.3,/,7.6,7.9
COc1ccc(CC(=O)Nc2sc(Cc3ccccc3)c(C)c2C(N)=O)cc1,0.8,19.7,14.0,8.6,-0.1,-3.5,-22.7,-1.7,0.9
Cc1nnc(SCc2cccc3ccccc23)s1,-0.1,-19.2,6.6,-1.8,-0.1,-3.1,9.4,0.3,0.9
CCOC(=O)C1=C(N)Oc2cc(O)ccc2C1c1ccc([N+](=O)[O-])cc1 (stereo not drawn),1.5,-14.3,-7.2,-18.7,2.5,-3.1,?,5.9,2.7
O=C(CSc1nnnn1C1CCCCC1)Nc1cccc(NC(=O)c2ccco2)c1,-0.1,-5.2,-3.1,1.9,0.3,1.6,4.2,-2.2,-3.2
O=C(Cc1cccs1)N/N=C/C(Br)=C/c1ccccc1,0.4,-12.0,/,/,/,-3.8,-20.4,-2.7,9.1
COc1ccc(CN=Cc2c(O)[nH]c3ccccc23)cc1,-0.6,-15.7,1.1,2.3,0.4,-5.4,-16.5,-0.4,-0.4
CCOc1cc(N2C(=O)CC3CS(=O)(=O)CC32)c(OCC)cc1NC(=O)c1ccccc1 (stereo not drawn),-0.2,-4.0,0.0,4.4,0.7,0.2,6.3,-1.3,3.9
CCN(Cc1ccc(OC)c(F)c1)C(=O)/C=C/c1ccc(S(=O)(=O)N2CCOCC2)cc1,-1.4,-41.1*,-7.2,-3.2,-0.4,-5.6,7.8,2.4,6.5
Cc1ccccc1OCC(=O)Nc1nnc(SCc2cc(=O)n3cccc(C)c3n2)s1,0.2,16.7,5.8,/,0.3,5.0,-5.4,1.7,0.0
Cc1ccc(N2CCN(C3=NC(=O)/C(=C\c4cccs4)S3)CC2)cc1,0.9,7.5,-7.9,25.7,-0.8,-3.0,-13.9,0.4,4.2
NC(=S)NNC(=O)Nc1ccc(Cl)c(Cl)c1,-0.2,3.5,-1.3,-11.8,-0.6,-2.5,11.6,-0.8,4.4
CCOc1ccc(Cl)cc1S(=O)(=O)N1CCC(C(=O)NCc2ccncc2)CC1,1.0,2.2,-1.2,16.9,0.4,-10.8,-9.9,-8.7,3.1
CCOCCCNC(=O)c1cn(C)c(=O)c2cc(OC)c(OC)cc12,0.0,8.8,10.2,9.6,-0.2,-1.9,-7.2,7.2,5.0
N#Cc1nc(Nc2ccc(-c3ccccc3)cc2)nc(NC2CCCC2)n1,0.8,20.6,/,/,/,-5.1,/,0.9,5.5
